Lipid storage S3: qHTS Assay for Lipid Storage Modulators in Drosophila S3 Cells | Drosophila S3 cells, BODIPY lipid droplet fluorescence, 18-24 h; cells fed with added oleic acid | lipid storage change, negative = inhibition, % at the top dose, mostly 46.1 µM; hits show Potency in µM | 320,000 compounds, 0.64% hits | AID 2685, 2010; active means well fitted inhibition curve with a large enough effect in the signal ratio, with a control signal flat, not every such curve was filed as active; inconclusive means small, poorly fitted or top-dose-only effect, or effect the other way, or a change in a side signal; the % refers to the signal ratio
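Drosophila S3 cells got compounds at several concentrations plus oleic acid (400 uM solution). Laser-scanning cytometry with 488 nm excitation read lipid droplets at 500-530 nm and cells at 575-640 nm. Percent activity was relative to 20 uM Triacsin C.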
Lipid storage S3 cell count max: further read-out of Lipid storage S3, marked with its call; cell number change, %; measured here: cell count max response;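 cells counted by Cell Tracker Red CMTPX staining in the red channel; peak over a dose series mostly up to 46.1 µM; percent activity relative to internal control wells on each plate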
An asterisk follows results filed as active; i = inactive; ? = inconclusive; / = no result given; [ ] = remark or other dose. On the % scale 0 is the no-effect control and ±100 the full control effect; potency means the concentration at half of the fitted maximal effect. A portion of the library (hit frequency here may not be typical).

SMILES	Lipid storage S3	Lipid storage S3 cell count max
COCCN(CCOC)C(=O)c1ccc(CSc2nc3ccccc3s2)cc1	?	/
Cc1ccc(NC(=O)CN(C)C(=O)c2cc3ccccc3o2)cc1	-14%	21
O=c1[nH]c(CSc2ncc(C(F)(F)F)cc2Cl)nc2cc(C(F)(F)F)ccc12	?	/
O=C(Nc1ccccc1)Nc1snnc1C(=O)Nc1cccc(O)c1	?	/
Cc1ccc(S(=O)(=O)CCC(=O)NC2CCCC2)cc1	?	/
COc1cc(OC)c(/C=N/n2c(C)nnc2C)c(OC)c1	?	/
COc1ccc(C(CNC(=O)CCNC(=O)c2ccccc2OC)N2CCCC2)cc1 (stereo not given)	i	/
Cc1cc(C)nc(N2CCC(C(=O)NCCc3ccc(Cl)cc3)CC2)n1	14%	14
Cc1cccc2nc(COc3ccc(-c4ccccc4)cc3)cn12	1%	0
CC(=O)Nc1ccc(NC(=O)CN(c2cc(Cl)ccc2Cl)S(C)(=O)=O)cc1	-1%	17
CCN(C(=O)COC(=O)c1ccccc1SCC(=O)N1CCCC1)C1CCS(=O)(=O)C1 (stereo not given)	10%	22
CCOCCCn1c(SCC(=O)NCc2ccc3c(c2)OCO3)nc2ccccc2c1=O	?	/
COC(=O)c1ccc(NC(=O)C2CCCN2C(=O)OCc2ccccc2)cc1 (stereo not given)	?	/
O=C(c1cc(-c2ccccc2O)on1)N1CCOCC1	i	6
Cc1cc(C(=O)CN2C(=O)C(=O)N(Cc3ccccc3)C2=O)c(C)n1CC1COc2ccccc2O1 (stereo not given)	-8%	-12
COc1cc(C(=O)Nc2ccc3c(c2)OCO3)ccc1OCc1c(C)noc1C	?	/
Cn1cc(S(=O)(=O)N2CCC3(CC2)OCCO3)c(=O)n(C)c1=O	?	/
O=C(NC1=NCCS1)C1CC(=O)N(c2ccccc2)C1 (stereo not given)	i	-25
Cc1onc(-c2c(F)cccc2Cl)c1C(=O)c1ccc(F)cc1	?	/
CC1CCN(S(=O)(=O)c2ccc3c(c2)N(CC(=O)NCCCN2CC(C)CC(C)C2)C(=O)CS3)CC1 (stereo not given)	?	/
Cc1c(Cl)c([N+](=O)[O-])nn1CCCC(=O)Nc1cccnc1	-16%	-2
Cn1c(N)c(C(=O)COC(=O)c2ccc(OC(F)F)cc2)c(=O)n(C)c1=O	7%	2
COCCNC(=O)c1ccc(CS(=O)(=O)c2ccc(Cl)cc2)o1	?	/
COc1cccc(CNC(=O)c2cc(S(=O)(=O)N3CCOCC3)ccc2N2CCCC2)c1	1%	7
Cc1cc(=O)nc2c3ccccc3n(C(C)C(=O)Nc3cc(F)ccc3F)n12 (stereo not given)	?	/
Further compounds follow.
SMILES	Lipid storage S3	Lipid storage S3 cell count max
COc1cccc(N2CCN(S(=O)(=O)c3cccc4nsnc34)CC2)c1	4%	/
CC(C)CCn1c(=O)c2ccccc2n2c(CN3CCCC3)nnc12	?	/
C=CCn1cc(-c2ccc(Cl)cc2)cc(C#N)c1=O	?	/
CCS(=O)(=O)N1CCN(C(=O)C(c2ccccc2)c2ccccc2)CC1	?	/
O=C(Nc1cccc(C(=O)N2CCOCC2)c1)c1ccccc1Cl	i	1
CC(C)(C)C(=O)Nc1nnc(CCc2ccccc2)s1	8%	-23
FC(F)(F)c1cc(-c2ccco2)nc(-n2cnc3ccccc32)n1	?	/
CC1CCN(C(=S)c2ccc(-c3ccc(Cl)cc3Cl)o2)CC1	?	/
Cc1ccc(N(CC(=O)Nc2c(C)cccc2C)S(C)(=O)=O)cc1	i	22
COCCNC(=O)c1cc(S(=O)(=O)N(C)c2ccccc2OC)ccc1C	4%	22
O=C(NC(N1CCOCC1)C(Cl)(Cl)Cl)c1ccco1 (stereo not given)	?	/
CCOC(=O)Cc1nnc(NC(=O)C(CC)Sc2nc(C)cc(=O)[nH]2)s1 (stereo not given)	19%	-2
COc1ccc(N(C(C)=O)c2nc3ccccc3[nH]2)cc1	i	14
O=C(COCC(=O)Nc1cccc(C(F)(F)F)c1)Nc1cccc(C(F)(F)F)c1	?	/
CC(=O)c1cc(C#N)c(SCCC(C)C)nc1C	i	-23
CN(C)C(=O)COC(=O)c1cc(Cl)cc(Cl)c1N	?	/
O=[N+]([O-])c1cc(Cl)ccc1Sc1cccc2cccnc12	?	/
CCn1c(SCc2ccccc2F)nnc1-c1ccncc1	?	/
COc1cccc(NC(=O)C(Cc2ccccc2)NC(=O)C2CCC(C)CC2)c1 (stereo not given)	?	/
CC1=C(C(=O)N(C)C)C(c2ccc(Cl)c(Cl)c2)NC(=O)N1 (stereo not given)	3.7µM*	-25*
CCC(C)N1C(=O)CCC1C(=O)N1CCN(c2ccc(F)cc2)CC1 (stereo not given)	?	/
CC(=O)N1CCN(c2cc(N3CCCC3)c(F)cc2[N+](=O)[O-])CC1	-7%	2
CN(CCOc1ccccc1)CC(=O)Nc1ccc(S(=O)(=O)N2CCCC2)cc1	-10%	10
Cc1[nH]c2ccc(-c3nnc(SCC(=O)c4ccc(F)cc4)o3)cc2c1C	?	/
COc1cc(/C=C/C(=O)OCC(=O)NCc2cccs2)ccc1OC(F)F	16%	/

Reprinted at random: three compounds from above.
SMILES	Lipid storage S3	Lipid storage S3 cell count max
CC(=O)N1CCN(c2cc(N3CCCC3)c(F)cc2[N+](=O)[O-])CC1	-7%	2
COc1cccc(NC(=O)C(Cc2ccccc2)NC(=O)C2CCC(C)CC2)c1 (stereo not given)	?	/
CCS(=O)(=O)N1CCN(C(=O)C(c2ccccc2)c2ccccc2)CC1	?	/

Next section.
SMILES	Lipid storage S3	Lipid storage S3 cell count max
Cc1ccc(CCNS(=O)(=O)c2ccc3c(c2)C(C)(C)C(=O)N3C)cc1	3%	19
COc1cc(SC#N)ccc1N=Cc1c(C)[nH]n(-c2ccc(C)c(C)c2)c1=O	?	/
O=C(N/N=C/c1ccccn1)c1ccc(S(=O)(=O)N2CCCCCC2)cc1	-10%	9
COCCNC(=S)NC(=O)CC12CC3CC(CC(C3)C1)C2	?	/
Nc1cc(-c2ccc(Cl)cc2)nn1-c1ccccc1	?	/
COc1ccc(CCN2C(=O)NC(NS(=O)(=O)c3ccc(NC(C)=O)cc3)(C(F)(F)F)C2=O)cc1OC (stereo not given)	?	/
CCNC(=O)COc1ncnc2scc(-c3ccc(F)cc3)c12	?	/
COC(=O)c1ccccc1NC(=O)CCS(=O)(=O)c1ccc(Br)cc1	13%[9.22 µM]	35
C/C(=N\NC(=O)c1ccn(C)n1)c1ccc(NC(=O)c2cccc(F)c2)cc1	?	/
Cc1c2c(nc3c(C(=O)NC4CCCCC4C)cnn13)CCCC2 (stereo not given)	-10%	-12
CC(Oc1cccnc1[N+](=O)[O-])C(=O)Nc1ccc(Cl)cn1 (stereo not given)	?	/
COc1ccccc1-n1cnnc1SCC(=O)Nc1ncc(Cl)cc1Cl	?	/
CCOC(=O)C1C(=O)CC(C)(O)C(C(=O)OCC)C1c1cccc(OC)c1 (stereo not given)	10%	-11
Cc1cc(C)n(-c2nc3c(c(=O)[nH]c(=O)n3C)n2C)n1	?	/
COc1ccc(-c2cc(C(=O)Nc3sc4c(c3C#N)CCCC4)c3ccccc3n2)cc1OC	?	/
CCOC(=O)C1=C(NC(=S)NC(=O)c2ccccc2)c2ccccc2CC1C(C)C (stereo not given)	?	/
Cc1ccc(CNC(=O)Cn2cccc2C(=O)c2ccccc2)cc1	?	/
O=C(CCn1c(=O)[nH]c2ccsc2c1=O)N1CCN(c2ccc([N+](=O)[O-])cc2)CC1	?	/
COc1ccccc1NS(=O)(=O)c1cccc(C(=O)NN)c1	?	/
COc1cc(NC(=O)CSc2nc3ccccc3c(=O)n2C)ccc1NC(=O)c1ccco1	?	/
CCC(C)NC(=O)c1cc(-c2ccc(OC)cc2)on1 (stereo not given)	?	/
Cc1cc(C(=O)CSc2nnc3ccccn23)c(C)n1-c1ccccc1	?	/
O=C(COC(=O)c1ccc(S(=O)(=O)N2CCCC2)cc1)NCc1ccc(Cl)cc1	?	/
Clc1ccc2c(c1)C(N1CCNCC1)=Nc1ccccc1O2	-10%	5
Cc1cc(C)c2[nH]c(C(=O)Nc3ccc4c(c3)OCO4)cc2c1	?	/
New compounds follow
SMILES	Lipid storage S3	Lipid storage S3 cell count max
Cc1cccc(C2c3[nH]c4ccccc4c3CCN2Cc2cccn2-c2ncccn2)c1 (stereo not given)	i	-27
O=C(Nc1ccc(S(=O)(=O)NC2=NCCCCC2)cc1)c1cc(F)c(F)cc1Cl	?	/
O=C(CSc1ccc2nnc(-c3ccccn3)n2n1)Nc1ccccc1	?	/
CCCCn1c2ccccc2c2nnc(SCC(=O)NC3=NN=C(c4ccccc4)CS3)nc21	5%	11
S=c1[nH]nc(-c2ccccn2)n1/N=C/c1ccc(-c2ccccc2Cl)o1	?	/
CSCc1ccc(C(=O)Nc2ccc(C(N)=O)cc2)cc1	?	/
COc1ccc(-c2ccc(F)cc2)cc1[C@H]1[C@H]2C=CC[C@@H](C)[C@@H]2C(=O)N1Cc1ccccc1	-3%	-7
CC(C)Nc1nnc(SCC(=O)/C=C2\N(C)c3ccccc3C2(C)C)s1	-13%	15
O=C(N=Nc1c(O)[nH]c2ccccc12)c1ccco1	-18%	-22
Cc1cc(NC(=O)CSCC(=O)N(C)Cc2cccc(Cl)c2)no1	i	/
CSc1nc2nccc(-c3ccc(Cl)cc3)n2n1	?	/
CCOC(=O)N1CCC(N2C(=O)c3ccccc3C2Nc2cc(Cl)c(OC)cc2OC)CC1 (stereo not given)	16%	0
O=C1CCC(=O)N1OCCCCOc1ccccc1	4%	-8
Cc1ccc(C(=O)N/C(=C\c2cccs2)C(=O)NCC2CCCO2)cc1C (stereo not given)	?	/
COc1ccccc1N1CCN(CCOc2c(OC)cccc2OC)CC1	0%	2
CCCCC(NC(C)=O)c1nc2ccccc2n1CCC (stereo not given)	2%	-2
COc1cccc(NC(=O)Nc2nc(-c3ccc(OC)c(OC)c3)cs2)c1	i	13
CCOc1ccccc1Oc1c(C)oc2c(CN3CCN(C)CC3)c(O)ccc2c1=O	?	/
CCC1CN(C(=O)N2CCC(C(=O)NCc3cccc(OC)c3OC)CC2)c2cc(C)ccc2O1 (stereo not given)	?	/
Cn1c(SCC(=O)Nc2ccc(N3CCOCC3)cc2)nnc1-c1ccccc1F	-5%	-13
CC(=O)c1cccc(NC(=O)c2cc(C(C)C)on2)c1	?	/
CCOC(=O)/C=C/C(=O)OCC(=O)N1CCN(C(=O)c2ccco2)CC1	?	/
O=S(=O)(Cc1ccc(Cl)cc1)N1CCCC1	-5%	2
COc1cc2cc(C(N)=O)c(N)nc2cc1OC	?	/
COc1ccc(N=c2oc3ccc(OC)cc3cc2-c2nc3ccccc3[nH]2)cc1	?	/

Full records, quoted from the list. Order of screens: Lipid storage S3, Lipid storage S3 cell count max
`O=C(CSc1ccc2nnc(-c3ccccn3)n2n1)Nc1ccccc1` is entered as ?, /
`Cc1ccc(C(=O)N/C(=C\c2cccs2)C(=O)NCC2CCCO2)cc1C` (stereo not given) is entered as ?, /

Additional structures
SMILES	Lipid storage S3	Lipid storage S3 cell count max
N#CNC(=Nc1ccccc1F)SCc1ccc(C(=O)O)cc1	25%	10
O=[N+]([O-])c1ccccc1-c1ccc(C(=S)N2CCCC2)o1	?	/
Cc1ccc(OCc2nnc(N)s2)cc1	?	/
Cc1cc(C)nc(NC(=O)c2c(-c3c(Cl)cccc3Cl)noc2C)n1	?	/
CS(=O)(=O)c1ccc(C(=O)Nc2cccc(-c3nc4ccccc4[nH]3)c2)cc1	i	4
O=C(NCCCN1CCCCCC1)c1ccc2c(Cl)c3c(nc2c1)CCCC3	3%	-15
CCOc1cc(NC(=O)CC(C)C)c(OCC)cc1NC(=O)CCn1nnc2ccccc21	7%	2
COc1cc(/C=N/NC(=O)c2ccncc2)ccc1OCc1cnc(Cl)s1	?	/
c1cncc(-c2nc(NCC3COc4ccccc4O3)c3ccccc3n2)c1 (stereo not given)	-13%	-2
CN(C)C(=O)N1CCC(C(=O)NCc2ccc(F)cc2)CC1	?	/
CC(C)C(=O)N1CCN(c2ccc(NC(=O)COc3ccccc3[N+](=O)[O-])cc2)CC1	?	/
CCC(=O)N1CCN(c2ccc(Cl)cc2NC(=O)c2ccc3c(c2)OCCO3)CC1	?	/
CCOc1ccccc1N1CCN(C(=S)Nc2ccc(S(=O)(=O)Nc3ncccn3)cc2)CC1	2%	-8
CC(=O)Nc1cc2c(cc1Br)OCCO2	?	/

Quoted from the listing.
Value of CS(=O)(=O)c1ccc(C(=O)Nc2cccc(-c3nc4ccccc4[nH]3)c2)cc1 in Lipid storage S3 cell count max: 4
Value of O=C(NCCCN1CCCCCC1)c1ccc2c(Cl)c3c(nc2c1)CCCC3 in Lipid storage S3: 3%

Molecules listed so far with a thiophene ring, fused or not, in the order listed:
SMILES	Lipid storage S3	Lipid storage S3 cell count max
COc1cc(/C=C/C(=O)OCC(=O)NCc2cccs2)ccc1OC(F)F	16%	/
CCNC(=O)COc1ncnc2scc(-c3ccc(F)cc3)c12	?	/
COc1ccc(-c2cc(C(=O)Nc3sc4c(c3C#N)CCCC4)c3ccccc3n2)cc1OC	?	/
O=C(CCn1c(=O)[nH]c2ccsc2c1=O)N1CCN(c2ccc([N+](=O)[O-])cc2)CC1	?	/
Cc1ccc(C(=O)N/C(=C\c2cccs2)C(=O)NCC2CCCO2)cc1C (stereo not given)	?	/

Compound activity deposited in PubChem BioAssay by National Center for Advancing Translational Sciences (NCATS).
